FadD28 FP inh – inhibitors of Mycobacterium tuberculosis FadD28 bisubstrate binding. FadD28 bisubstrate probe binding, fluorescence polarization. inhibition, % at 12.5 µM. actives 0.22% (n = 360,000). AID 588549; in the data active = inhibition above about 8.5%, passing the limit was not always enough; inconclusive = no clear call, values can overlap the other calls
Mtb UGM inh – blocks M. tuberculosis UGM enzyme. purified UGM, fluorescence polarization probe displacement. inhibition, % at 10 µM. actives 0.06% (n = 320,000). AID 504406; in the data active = inhibition above about 10%, passing the limit was not always enough; inconclusive = no clear call, values can overlap the other calls
Target sequence (P9WIQ1 whole entry, looked up): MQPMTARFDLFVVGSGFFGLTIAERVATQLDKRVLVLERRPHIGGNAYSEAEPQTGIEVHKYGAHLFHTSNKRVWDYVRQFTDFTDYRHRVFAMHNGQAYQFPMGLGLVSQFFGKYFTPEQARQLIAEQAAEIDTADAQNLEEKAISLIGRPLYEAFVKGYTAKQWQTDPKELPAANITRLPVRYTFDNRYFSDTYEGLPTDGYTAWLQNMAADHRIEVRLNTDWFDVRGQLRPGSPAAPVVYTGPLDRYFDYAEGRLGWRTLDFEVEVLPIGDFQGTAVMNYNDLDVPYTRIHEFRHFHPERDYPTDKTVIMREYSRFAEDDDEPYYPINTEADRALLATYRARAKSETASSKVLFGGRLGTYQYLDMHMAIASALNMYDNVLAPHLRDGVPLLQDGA
FBA Mtb inh – Mtb fructose-bisphosphate aldolase inhibition; P9WQA3; purified M. tuberculosis FBA, fluorescence read-out; inhibition, % at 1 µM; actives 2.3% (n = 360,000); AID 588726; in the data active = inhibition above about 27%;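 note: 0% = vehicle and 100% = reference inhibitor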
Target sequence (P9WQA3 whole entry, looked up): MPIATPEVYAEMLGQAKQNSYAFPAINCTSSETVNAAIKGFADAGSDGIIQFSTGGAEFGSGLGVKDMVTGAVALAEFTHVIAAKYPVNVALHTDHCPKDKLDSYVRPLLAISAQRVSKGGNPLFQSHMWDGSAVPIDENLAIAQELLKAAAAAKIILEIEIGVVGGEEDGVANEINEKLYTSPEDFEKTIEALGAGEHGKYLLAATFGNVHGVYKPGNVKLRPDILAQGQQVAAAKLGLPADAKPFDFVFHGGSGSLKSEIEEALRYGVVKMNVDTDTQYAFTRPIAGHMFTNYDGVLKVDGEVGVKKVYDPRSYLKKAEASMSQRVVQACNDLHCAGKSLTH
BH1578 lux ind – induces V. cholerae light production without autoinducers. actives 0.16% (n = 350,000). activation, % at 18.7 µM. V. cholerae BH1578 lux reporter, luminescence, 6 h. AID 588436; in the data active = activation mostly above about 9.7%, no sharp cut-off; inconclusive = no clear call, values can overlap the other calls; inactive = mostly below about 3.7%; note: not every result past the cut was called active; inactives centre near 0; reference of the scale not given here
Yp Topo-I inh – inhibitors of Yersinia pestis topoisomerase I; activity, % at 10 µM; AID 504884; Y. pestis Topo-I cleavage product accumulation, plate reader; actives 0.064% (n = 360,000); in the data active = activity above about 50%, passing the limit was not always enough; inconclusive = no clear call, values can overlap the other calls; note: inactives centre near 2
PfHsp40 rescue – compounds rescuing yeast from Plasmodium falciparum HSP40 toxicity; S. cerevisiae expressing PfHsp40, growth rescue, ATP luminescence; growth rescue, % at 12.5 µM; actives 0.68% (n = 340,000); in the data active = growth rescue above about 28%, passing the limit was not always enough; inconclusive = no clear call, values can overlap the other calls;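 note: yeast W303a lacking pdr1 and pdr3 grown in galactose medium; growth measured after three days at 30 °C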
GDH-TPI inh – GDH-TPI coupled enzyme inhibition counter-screen; GDH-TPI coupled enzyme counterscreen, NADH absorbance; inhibition, % at 4.8 µM; actives 1.2% (n = 360,000); AID 588335; in the data active = inhibition above about 30%;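 note: 0% = DMSO wells and 100% = wells lacking the enzyme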
TcdB inh – blocks C. difficile toxin B glycohydrolase activity. P18177. TcdB glycohydrolase enzymatic assay, plate reader. inhibition, % at 9.99 µM. actives 0.24% (n = 350,000). AID 652162; in the data active = inhibition above about 10%
BioA inh – BioA (M. tuberculosis) enzyme inhibition; AID 602481; actives 0.096% (n = 360,000); inhibition, % at 9.99 µM; purified M. tuberculosis BioA enzyme, plate reader; in the data active = inhibition above about 40%; inconclusive = no clear call, values can overlap the other calls
Numbers without * were called inactive; i = inactive; ? = inconclusive; nt = no result given; + = active, no number; & = joins results of further samples. Rows are unselected; 4.6% or so of the library scored in one or more.

Start of the data: the first 3 entries, ahead of the listing:
SMILES	FadD28 FP inh	Mtb UGM inh	FBA Mtb inh	BH1578 lux ind	Yp Topo-I inh	PfHsp40 rescue	GDH-TPI inh	TcdB inh	BioA inh
O=C(Nc1ccc(S(=O)(=O)NCC2CCCO2)cc1)C1CC(=O)N(c2ccccc2)C1 (configuration not stated)	-1.2	-1.2	-2	-0.3	3	0.2	4	1.0	-0.8
O=S(=O)(Nc1nc2ccccc2s1)c1cnc(Cl)c(Br)c1	-2.5	-2.1	-1	-0.3	6	0.6	1	1.2	-0.9
O=C(NCCc1ccc(Cl)cc1)c1ccc(=O)[nH]c1	-2.4	0.6	5	-0.2	-2	-0.1	-1	-0.7	-0.2

This part in full, repeating the preview:
SMILES	FadD28 FP inh	Mtb UGM inh	FBA Mtb inh	BH1578 lux ind	Yp Topo-I inh	PfHsp40 rescue	GDH-TPI inh	TcdB inh	BioA inh
O=C(Nc1ccc(S(=O)(=O)NCC2CCCO2)cc1)C1CC(=O)N(c2ccccc2)C1 (configuration not stated)	-1.2	-1.2	-2	-0.3	3	0.2	4	1.0	-0.8
O=S(=O)(Nc1nc2ccccc2s1)c1cnc(Cl)c(Br)c1	-2.5	-2.1	-1	-0.3	6	0.6	1	1.2	-0.9
O=C(NCCc1ccc(Cl)cc1)c1ccc(=O)[nH]c1	-2.4	0.6	5	-0.2	-2	-0.1	-1	-0.7	-0.2
COC(=O)c1ccc(NC(=O)CSC2=NCCN2)cc1	-3.4	-1.5	0	-0.6	-4	1.6	6	nt	-0.5
Oc1cccc(CN2CCOCC2)c1O	2.0	nt	-3	-7.1	-2	-0.9	4	-11	-0.8
C[C@@H]1CN([C@@H](C)CO)C(=O)c2cc(NS(C)(=O)=O)ccc2O[C@H]1CN(C)Cc1ccc(Oc2ccccc2)cc1	-6.2	1.5	0	-1.2	8	0.5	4	0.3&6.1	1.4&-2.1
[O-]/C(=C(\C(=S)NCc1ccc2c(c1)OCO2)[n+]1ccccc1)c1ccc(Cl)s1	-1.2	-3.2	-1	-0.3	26	1.0	3	0.1	nt
O=C(Nc1ccccn1)c1ccc2ccccc2c1O	-2.0	-2.5	11	i	-3	3.8	11	0.9	1.3
Cc1ccc(C(=O)NC(=S)N2CCN(C(=O)OC(C)(C)C)CC2)cc1Br	0.7	-1.2	1	i	4	-0.6	3	1.7	nt
COc1ccc(CCNC(=O)C2CC=CCC2C(=O)O)cc1 (configuration not stated)	-3.9	-2.2	0	-0.4	4	-0.4	0	0.7	-2.0
O=C1CCN(Cc2ccccc2)C=C1c1ccc(Cl)cc1	0.3	0.2	2	-5.0	32	-0.4	26	1.7	4.2
Brc1cccc(CNCCc2ccc3c(c2)OCO3)c1	-3.3	1.7	4	-0.4	0	-0.5	-11	1.5	0.3
Cc1ccc(OCC(=O)NC(=S)Nc2cccc(NC(=O)c3ccc(Cl)cc3Cl)c2)cc1	-2.6	1.5	2	-0.4	1	-1.4	14	nt	nt
CN(C)C(=O)CN1C(=O)c2cccc3cccc1c23	-2.2	-0.5	2	i	-6	1.1	2	1.1	-0.8
CCCn1ncc(CN2CCC(Cc3cccc(F)c3)(C(=O)OCC)CC2)c1C	1.4	3.3	0	i	22	1.6	-1	-0.2	-4.2
O=C(Cc1nnc(NC(=O)c2ccccc2)s1)N/N=C/c1ccco1	-4.3	nt	1	-0.5	-1	0.8	6	-8.2	0.5
Cc1ccc(/C=N/Nc2ccc(C(=O)O)cc2)s1	?	2.0	-2	2.2	3	123*	48*	-2.3	0.7
CC1(C)Cc2c(sc(NC(=O)Cc3ccccc3)c2C#N)C(C)(C)N1	-2.3	nt	-1	-0.3	-9	nt	16	0.4	0.5
COc1ccc(-n2cccc2/C=C2/NC(=O)N(c3cccc(Cl)c3)C2=O)cc1	0.4	0.9	1	-0.2	-1	-1.0	9	2.3	nt
O=[N+]([O-])c1cccc(-c2cc3ccccc3[nH]2)c1	-2.0	-3.4	1	0.4	-12	0.9	8	0.4	-0.8
CC(=O)Nc1ccc(C)c(NC(=S)Nc2ccc(F)cc2)c1	-0.9	1.1	-1	i	5	-0.9	-5	1.5	0.2
Cc1ccc(OCCNC(=O)/C=C/c2ccccc2)cc1C	-0.2	0.7	-2	-0.2	8	4.8	3	nt	0.1
C[N+]1(CCOS(=O)C23CC4CC(CC(C4)C2)C3)CCOCC1 (configuration not stated)	-2.4	-1.3	1	-0.2	5	-0.9	-2	nt	0.2
CCCNC(=O)c1ccccc1NC(=O)Nc1ccccc1C	-0.5	-3.1	5	7.1	-9	1.3	17	nt	-1.7
COc1ccc(NC(=O)CN2CCN(CC(=O)Nc3ccccc3Cl)CC2)c(OC)c1	-0.5	-0.4	0	i	2	-1.6	6	1.0	3.4
COc1ccccc1C(=O)NC(C)C(c1cccs1)N1CCN(C)CC1 (configuration not stated)	-2.5	-1.6	0	i	-7	0.9	5	nt	nt
O=C(N/N=C/c1cc(Br)c(Br)o1)c1cc2ccccc2o1	-5.0	0.8	3	-0.2	11	-0.8	18	-9.4	0.4
COc1cccc(OC)c1C(=O)OCC(=O)N(C)c1ccccc1	nt	-4.2	0	-0.3	4	-1.4	7	0.6	-1.3
O=C(NOC(=O)c1cc(Br)ccc1Cl)c1cccs1	-1.6	3.6	7	i	-2	0.3	10	nt	1.5
CC(C)(C)C(=O)Nc1ccc(C(=O)N/N=C/c2ccccc2OC(=O)c2ccc(Cl)cc2Cl)cc1	-4.6	1.1	-1	i	14	-0.4	3	nt	0.1
CCCCCCN1C[C@@H](O)[C@H](n2cc(COC(=O)c3ccccc3)nn2)C[C@@H]1c1ccc(OC)cc1	-1.1	nt	1	-0.4	-2	nt	8	-6.7	-2.4
COc1cc(/C=N\NC(=O)c2ccccc2F)ccc1Oc1ccc([N+](=O)[O-])cn1	-0.6	1.5	-2	-0.4	0	0.2	24	1.9	nt
O=C(COC(=O)c1cccnc1Cl)c1ccc(Cl)s1	-3.4	1.0	0	-0.3	6	-0.3	6	0.7	1.1
N#C/C(=C\c1ccc(OC(=O)c2ccc(Br)s2)cc1)c1nc2ccccc2[nH]1	-1.0	1.1	2	-0.8	-2	-2.0	10	nt	-0.7
CCc1cccc(C)c1N=Cc1c(O)c2ccccc2oc1=O	-2.0	1.1	0	-0.7	-4	-0.9	18	1.2	0.0
COc1cccc(N2CCN(C(=O)c3cc4c(s3)-c3ccccc3OC4)CC2)c1	-3.6	-1.1	5	-1.3	7	-0.8	9	0.6	-2.4
Cn1sc(=O)c2cc(S(=O)(=O)NC3CC3)ccc21	-3.8	0.2	-3	i	10	nt	-14	-1.7	0.6
CS(=O)(=O)N1CCN(c2ccccc2NC(=O)c2ccc3c(c2)OCCO3)CC1	-3.0	-1.0	-2	-0.5	-2	0.3	5	-1.2	-0.9
CCOC(=O)C1CCN(C(=O)CN2C(=O)CSc3ccc(S(=O)(=O)N4CCOCC4)cc32)CC1	-2.7	-3.4	-2	0.5	-2	-0.8	7	1.3	-2.1
COc1ccc(CCC(=O)Nc2nc(C)c(C(=O)N(C)C)s2)cc1	0.2	0.1	2	i	0	0.8	-9	0.5	0.2

The list goes on; it opens with the two that closed the last part.
SMILES	FadD28 FP inh	Mtb UGM inh	FBA Mtb inh	BH1578 lux ind	Yp Topo-I inh	PfHsp40 rescue	GDH-TPI inh	TcdB inh	BioA inh
CCOC(=O)C1CCN(C(=O)CN2C(=O)CSc3ccc(S(=O)(=O)N4CCOCC4)cc32)CC1	-2.7	-3.4	-2	0.5	-2	-0.8	7	1.3	-2.1
COc1ccc(CCC(=O)Nc2nc(C)c(C(=O)N(C)C)s2)cc1	0.2	0.1	2	i	0	0.8	-9	0.5	0.2
COc1ccc(C(C)=O)cc1COc1cccc2cccnc12	0.1	1.0	1	i	11	1.7	1	3.3	-1.2
O=C(Cc1ccc(F)cc1)N/N=C/c1ccc(-c2ccc(Cl)c(C(=O)O)c2)o1	0.4	0.3	1	-0.1	-9	-0.4	5	0.1	nt
CCOC(=O)NC(=O)COC(=O)c1ccc(O)cc1	-4.6	3.1	1	-0.3	4	-0.9	-4	-0.4	nt
CCOC(=O)[C@H]1[C@H]2COc3ccc(Br)cc3[C@@H]2N2C(=O)[C@H](C)NC(=O)[C@@]12C	-2.0	-4.8	-2	i	9	-1.6	-1	-0.2	0.0
O=[N+]([O-])c1ccc(N2CCCC2)nc1N1CCCC1	-1.5	5.7	-13	-1.6	-1	0.1	17	0.8	2.2
O=S1(=O)C[C@@H](N2CCC[C@@H]2CO)[C@H](COCc2ccccc2)N1	1.5	nt	1	nt	nt	nt	nt	4.1	0.8
CCN(c1ccccc1)S(=O)(=O)c1cc(C(=O)Oc2ccc3c(C)cc(=O)oc3c2)ccc1C	-1.0	-0.8	+	-0.3	12	0.4	2	nt	0.4
N#Cc1c2n(c(=S)n(-c3ccc(OC(F)F)cc3)c1=O)CCCCC2	-1.9	3.5	0	-0.3	2	-0.2	13	0.0	nt
O=C1Nc2cc(Cl)c(Cl)cc2N(O)N1c1cc(Cl)cc(Cl)c1	-1.9	0.0	-3	i	-4	7.2	7	nt	0.9
Cc1cccc(C(=O)Nc2nnc(-c3ccncc3)o2)c1	-4.1	0.9	0	-0.9	-14	-1.8	9	-1.2	nt
CC1Sc2ccc(S(=O)(=O)NCCc3ccc(S(N)(=O)=O)cc3)cc2NC1=O (configuration not stated)	-3.0	-1.1	-3	i	-4	-0.6	0	0.1	3.8
COCCn1c(SCC(=O)Nc2cc(C)on2)nc2c(c1=O)SCC2	-3.2	-0.7	-5	-0.8	-4	-0.1	3	1.5	0.5
COc1cc(S(=O)(=O)NCc2cccnc2)c(OC)cc1Br	1.6	-0.2	2	-0.3	6	-0.4	2	nt	2.2
N#C/C(=N\Nc1cc(Cl)cc(Cl)c1)c1nnc2n1CCCCC2	-5.0	0.1	-4	i	35	0.4	33*	0.7	1.0
COc1ccc(C(=O)OC(C)C(=O)NC(C)CCc2ccccc2)cc1OC (configuration not stated)	-4.5	-1.3	-6	i	-3	0.5	-4	0.9	-2.1
COc1cc(CCCN2C(N)=NC[C@H]2Cc2ccc(O)cc2)cc(OC)c1OC	-1.4	2.6	6	-1.2	-1	-1.1	11	1.6	-0.1
CN(C)CCCN(C(=O)c1cccc(N2C(=O)CCC2=O)c1)c1nc2cc3c(cc2s1)OCO3	-2.8	-1.0	-1	-2.1	-5	0.3	11	-0.2	nt
Cc1ccc(/C=C/S(=O)(=O)Nc2ccc(C)cc2)cc1	0.3	1.7	-1	-0.3	-5	-0.1	6	-0.3	nt
O=[N+]([O-])c1ccc(N/N=C/c2cn(-c3ccccc3)nc2-c2ccccc2)cc1	-0.4	-2.4	-2	0.1	-3	0.0	16	nt	-1.1
C=CCn1c(SCc2cc(C(=O)OC)c(C)o2)nnc1-c1ccncc1	-3.4	-0.5	2	i	2	-0.2	-1	nt	5.3
Cc1nc(NC(=O)c2ccccc2)sc1-c1csc(NCCc2ccccc2)n1	-3.8	1.3	6	i	-11	-0.5	17	nt	0.3
CCCCOC(=O)Nc1nccs1	-0.4	-1.1	0	i	4	-0.7	1	nt	-0.6
CN(Cc1nc2ccccc2c(=O)[nH]1)C(=O)c1ccccc1OCc1ccc(Cl)cc1	-6.2	-0.3	-2	i	14	0.9	-3	1.3	-0.7
COc1ccc2nc(N3C(=O)CC(C(C)c4ccccc4)C3=O)sc2c1 (configuration not stated)	-3.3	0.9	1	0.3	26	2.0	1	nt	nt
O=C(Nc1ncc([N+](=O)[O-])s1)C1COc2ccccc2O1 (configuration not stated)	2.3	-3.2	-7	i	1	?	2	-1.6	2.1

Reprinted from the results shown, two compounds:
SMILES	FadD28 FP inh	Mtb UGM inh	FBA Mtb inh	BH1578 lux ind	Yp Topo-I inh	PfHsp40 rescue	GDH-TPI inh	TcdB inh	BioA inh
Cc1nc(NC(=O)c2ccccc2)sc1-c1csc(NCCc2ccccc2)n1	-3.8	1.3	6	i	-11	-0.5	17	nt	0.3
CCCCOC(=O)Nc1nccs1	-0.4	-1.1	0	i	4	-0.7	1	nt	-0.6

Screens deposited in PubChem by several laboratories.
